# From PubChem BioAssay
# ABCB6 inh MLPCN – ABCB6 transporter inhibitors, primary screen, K562-ABCB6 cells, flow cytometry, MLPCN library; ATP-binding cassette sub-family B member 6 (Homo sapiens), Q9NP58; K562-ABCB6 porphyrin accumulation, 1 h; stronger effect = lower value; fluorescence ratio to DMSO, % at 10 µM; 360,000 compounds, 0.19% hits; AID 602162, 2011;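 active means fluorescence ratio to DMSO below 75%, the collection mean minus 3 SD; inconclusive means too few cells collected in the well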;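 further: signal is porphyrin accumulated inside mitochondria; 100% equals median channel fluorescence of DMSO control wells; lower ratio means ABCB6 inhibition with less porphyrin fluorescence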
# iPSC survival up – enhancers of single-cell hiPSC survival, primary screen, ATPlite luminescence; survival enhancement, % at 20 µM; 360,000 compounds, 0.044% hits; 100% = ROCK inhibitor wells, 0% = DMSO; in the data active means survival enhancement above about 18%;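 further: cells exposed to compounds for 16 hours before the ATP read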
# PDI inh – inhibitors of human PDI, primary screen, biochemical, turbidity, single point, plate reader; Protein disulfide-isomerase (Homo sapiens), P07237; PDI insulin aggregation turbidity, A650, 90 min; inhibition, % at 10 µM; 350,000 compounds, 0.052% hits; AID 588391, 2011;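 active means mean inhibition across replicates of 30% or more, whatever share of single replicates reach that level; inconclusive means mean inhibition below 30% while every single replicate reaches 30%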;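 further: absorbance from insulin aggregation driven by PDI reduction with DTT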
# H9c2 protect – cardioprotection against H2O2-induced cell death, primary screen, uHTS, H9c2 cells, ATPLite luminescence. H9c2 cardiomyocytes, H2O2 injury protection, 2 h. protection from H2O2 cell death, % at 20 µM. 360,000 compounds, 0.63% hits. AID 588492, 2011;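 active means compounds giving at least 50% protection of heart cells from peroxide-induced death in the single-dose screen, raw or plate-pattern-corrected value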;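 further: 0% = DMSO wells with peroxide and 100% = DMSO wells without peroxide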
# Vif imaging – HIV Vif self-association inhibitors, primary screen, imaging, HEK293T, single point. HEK293T cells, Vif self-association by quenched fluorescence, 24 h. inhibition, % at 7.49 µM. 340,000 compounds, 0.35% hits; in the data active means inhibition above about 50%, passing the limit was not always enough; inconclusive means no clear call, values can overlap the other calls; inactive means below about 31%; further: some results filed as inactive read as strong as hits
# Exocytosis inh – LAMP-1 surface exposure blockers, TALL-104 cells – cell-based, flow cytometry, MLPCN library, primary screen. inhibition, % at 10 µM. 360,000 compounds, 0.66% hits. TALL-104 LAMP-1 surface exposure; cells stimulated with thapsigargin and PMA;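 active means inhibition above about 55%, limit read from the data; inconclusive means no clear call, values can overlap the other calls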
# CaV13 FRET inh – Disruptors of the CACNA1D IQ motif to Ca2+-dependent inactivation inhibitor domain association, primary screening, Förster resonance energy transfer in intact living …; inhibition, % at 12.3 µM; AID 743397; 340,000 compounds, 0.098% hits; HEK cells, CFP/YFP FRET ICDI-IQ, plate reader, 10 min; percent FRET-ratio fall versus neutral wells;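 active means mean replicate inhibition of at least 30% and at least 1% of replicates passing that level; inconclusive means only one of the two criteria is met; inactive means neither criterion is met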;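 further: 0% = median of the neutral control wells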
# N-glyco inh – increase of ERlucT glycosylation luciferase signal, primary screen, N-linked glycosylation inhibitor project, D54 ERlucT cells, luminescence, set 2 | reporter increase, % at 12.5 µM | AID 588692, 2011 | 360,000 compounds, 0.23% hits | D54 ERlucT glycosylation luciferase reporter, 24 h; percent of 100 nM tunicamycin response;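 active means mean luciferase reporter signal, scaled so untreated is 0 and the glycosylation-blocking control 100, at or above a set limit in every replicate; inconclusive means mean reaches the limit but not every replicate does; inactive means mean below the limit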;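 further: luciferase carries N-glycosylation sites so blocking glycosylation raises the light; 0% = median of neutral control wells and 100% = median of 100 nM tunicamycin wells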
# aDG glyco up – activators of alpha-DG glycosylation, primary screen, uHTS, Pro5-aDG cells, AlphaScreen. alpha-DG glycosylation AlphaScreen (IIH6); 0% Pro5, 100% B10-LARGE cell signal. activation, % at 10 µM. 360,000 compounds, 0.22% hits;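 active means activation of at least 8% versus controls, or a plate z-score of at least 8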;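 further: Pro5 are CHO cells carrying HIG-tagged alpha-DG that lacks glycosylation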
# m5-HT2A agonist – mouse Htr2a agonists via beta-arrestin recruitment, primary screen, cell-based, luminescence. 5-hydroxytryptamine receptor 2A (Mus musculus), P35363. CHO-K1 mHTR2A beta-arrestin complementation; percent of 30 µM serotonin response. activation, % at 7.6 µM. 360,000 compounds, 0.66% hits. AID 624169, 2012;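 active means activation above a run cutoff, the mean activation of all tested compounds plus 3 SD, cut at about 14% in these data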;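 further: 0% = plate median of compound wells and 100% = 30 µM serotonin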
# Target sequence (P35363 whole entry, looked up): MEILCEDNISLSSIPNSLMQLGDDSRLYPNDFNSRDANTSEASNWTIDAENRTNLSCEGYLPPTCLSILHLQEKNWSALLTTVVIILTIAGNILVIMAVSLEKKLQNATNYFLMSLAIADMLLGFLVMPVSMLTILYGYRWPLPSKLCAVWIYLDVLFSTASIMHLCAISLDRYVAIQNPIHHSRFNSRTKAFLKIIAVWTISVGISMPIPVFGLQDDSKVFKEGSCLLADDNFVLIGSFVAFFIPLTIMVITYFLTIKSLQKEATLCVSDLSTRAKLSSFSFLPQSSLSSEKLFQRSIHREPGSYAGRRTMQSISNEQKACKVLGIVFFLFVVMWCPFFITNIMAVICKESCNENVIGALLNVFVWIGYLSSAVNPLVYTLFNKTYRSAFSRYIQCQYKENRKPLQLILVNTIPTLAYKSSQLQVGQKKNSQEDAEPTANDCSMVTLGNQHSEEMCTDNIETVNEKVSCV
# The depositor's hits bear a star; ? = inconclusive; · = no result given.
structure,ABCB6 inh MLPCN,iPSC survival up,PDI inh,H9c2 protect,Vif imaging,Exocytosis inh,CaV13 FRET inh,N-glyco inh,aDG glyco up,m5-HT2A agonist
CC1CCc2nc3ccc(S(=O)(=O)N4CCC(C(=O)NC(C)c5ccccc5)CC4)cc3c(C(=O)O)c2C1 (centres undefined),92,0.8,6,2,-4,-9,-6,4,-0.2,2
COc1ccc(-c2noc(N3CCC(C(=O)Nc4ccc(F)cc4F)CC3)n2)cc1,98,-1.7,·,-14,-13,-2,-10,0,0.3,3
Cc1cccc(-n2c(=O)[nH]c3c(C(N)=O)nc(-c4ccccc4Cl)nc32)c1,100,2.2,16,14,-24,5,-7,3,-0.2,5
CC(=O)N1CCN(CC(=O)NC(=O)Nc2ccc3c(c2)OCCO3)CC1,101,-0.5,13,-2,41,4,-4,3,1.2,5
COC(=O)/C(=C\c1ccc2c(c1)c1ccccc1n2C)NC(=O)c1ccccc1,100,-0.9,-6,12,-9,-3,-5,2,0.0,1
O=Cc1ccccc1-n1cccn1,97,0.1,2,20,-1,0,-3,3,0.0,1
O=C(COC(=O)c1cccnc1)Nc1cccc(Cl)c1,99,6.6,6,-2,6,0,-6,1,0.2,3
CCOc1ccc(N(CC(=O)Nc2ccc(F)c(F)c2)S(=O)(=O)c2c(C)noc2C)cc1,100,7.6,-3,-3,10,1,21,-1,0.0,-4
CC(=O)OC1CC2(C)/C(=N\O)CCC2C2CCc3cc(O)ccc3C12 (centres undefined),102,-0.3,3,2,-2,16,-5,3,-0.1,0
Cc1cc(C)cc(NC(=O)CCN2CC(C)OC(C)C2)c1 (centres undefined),101,0.1,2,2,13,2,-4,3,0.0,-1
CCN(C(=O)COC(=O)c1cc2ccccc2cc1O)C1CCS(=O)(=O)C1 (centres undefined),98,1.5,1,-2,5,-1,-4,0,-0.1,7
Clc1ccccc1-c1cc2nc(NCCCn3ccnc3)ccn2n1,95,2.3,4,-6,-4,-2,-5,-2,-0.2,-3
NS(=O)(=O)c1ccc(CCNC(=O)COC(=O)Cc2c(F)cccc2Cl)cc1,96,-0.3,-2,-4,-3,-2,-6,-2,-0.1,6
CCOC(CNC(=O)c1ccc2c(c1)ncn2-c1cccc(F)c1)OCC,98,-1.1,10,-2,1,-2,-3,1,0.7,7
CCOC(CCn1c(SCC(=O)NC2CCCC2)nc2ccccc2c1=O)OCC,101,-0.1,-3,0,-7,3,-3,-2,-0.1,-4
CN(C)N1C(=O)CC(N2CCCCC2)C1=O (centres undefined),97,1.9,-3,2,-1,-1,-18,1,-0.7,0
CC(C)C[C@H]1CNC(=O)C(=O)N1CC1CCN(CCc2ccc(-c3ccccc3)cc2)CC1,91,-1.3,-1,3,·,-1,-3,1,0.0,-3
O=C(Nc1nnc(COc2ccc(F)cc2)s1)Nc1ccccc1F,97,-0.8,-2,-3,5,-4,-4,1,-0.1,2
CCCNS(=O)(=O)c1ccc(CCC(=O)N2CCC(C)CC2)cc1,97,-0.7,-2,6,·,0,-3,-2,0.2,0
CCCc1c(C)c2c(C)[nH]nc2oc1=O,99,-2.2,-7,-5,0,-5,-5,-2,-0.5,4
CCOc1ccc(C2C(C(=O)c3ccco3)=C(O)C(=O)N2CCN2CCOCC2)cc1OCC (centres undefined),98,-0.4,-7,-2,18,5,-16,3,-0.2,0
CC(OC(=O)c1cc(O)c2ccccc2c1O)C(=O)Nc1ccc(C(N)=O)cc1 (centres undefined),128,-0.6,-2,-19,-4,2,-6,5,0.1,5
Nc1nc(COc2ccccc2)cs1,95,-2.0,-3,0,-5,-1,-8,-1,-0.3,0
O=C(Nc1cccc(C(F)(F)F)c1)c1cccnc1NCCO,99,0.5,-2,-4,-1,-6,22,0,0.0,2
N#Cc1ccccc1Cn1cc(/C=C/[N+](=O)[O-])c2ccccc21,100,-2.1,2,-1,-8,61*,-7,-11,-0.7,0
CSc1ccccc1C(=O)N(C)Cc1ccccc1,93,-1.7,-4,4,4,1,-4,1,-0.2,-8
CC1(C(=O)NCc2cccc(C(F)(F)F)c2)CCN1Cc1cc2ccccc2o1 (centres undefined),90,-0.7,-7,-4,2,-4,-6,-4,0.2,-6
CC(=O)Nc1ccc(NC(=O)COC(=O)c2ccccc2SCC(=O)N2CCCC2)cc1,94,0.0,4,-4,-4,4,-6,1,0.0,-5
CC(NC(=O)Nc1ccc([N+](=O)[O-])cc1)C(c1ccccc1)N1CCOCC1 (centres undefined),100,1.0,3,-6,-2,-4,-6,-2,-0.2,-5
O=C(NC1CCCc2ccccc21)c1cccc(S(=O)(=O)N2CCN(c3ccccc3)CC2)c1 (centres undefined),92,2.3,1,-2,-6,-3,·,-4,0.7,-1
Cn1cc(CCC(=O)NC2CC2)c2ccccc21,94,-0.1,5,1,·,-7,-4,0,0.1,4
Cc1nc2ccc(S(=O)(=O)NCC(=O)NCCN3CCCCC3C)cc2s1 (centres undefined),·,4.8,-18,-1,7,1,·,2,-0.1,-7
O=C1CCc2cc(NS(=O)(=O)c3ccc(Cl)cc3)cc3c2N1CC3,106,0.4,-11,3,2,-2,-4,3,0.1,2
Cc1ccccc1NC(C)C(=O)N/N=C/c1c[nH]c2ccccc12 (centres undefined),88,0.4,-2,-4,-2,0,-4,-1,-0.1,3
COc1cc(CC(=O)OCC(=O)Nc2ccc(N3CCOCC3)cc2)cc(OC)c1OC,99,0.3,3,-6,-1,11,-2,3,0.1,1
CCC(=O)c1coc2ccc(O)cc12,93,1.0,-2,-25,5,-4,-2,5,0.3,-3
O=C(Cc1ccccc1F)N1CCN(S(=O)(=O)c2ccc(Cl)cc2)CC1,98,5.4,-5,7,-20,-3,-6,-2,0.1,2
Cc1nc2ccccc2c(=O)n1NC(=O)/C=C/c1ccccc1Cl,101,-0.1,-4,9,29,-2,-15,-2,0.6,2
O=C(NCCCN1CCOCC1)C(=O)N/N=C/c1ccccc1,103,-1.7,9,-1,?,0,-17,1,0.0,0
Cc1ccccc1NC(=O)c1cccc(S(=O)(=O)Oc2ccc([N+](=O)[O-])cc2)c1,93,0.2,4,1,·,-4,-9,-2,0.2,-8
CC(=O)c1ccc(OCCCC(=O)Nc2ccc(C)c(S(=O)(=O)N3CCCCC3)c2)cc1,97,0.2,-3,-12,-26,28,-4,-1,0.5,-4
CCOC(=O)c1c(NC(=O)COc2ccccc2F)sc2c1CC(C)(C)NC2(C)C,100,0.1,-13,-6,-2,21,-16,-7,-0.2,-2
Cc1ccc2nc(SCC(=O)NCc3ccccc3Cl)nc(=O)n2c1,106,0.1,-23,6,-4,-2,-6,0,0.0,3
O=[N+]([O-])c1ccc(O)c(/C=N/Nc2nc3ccccc3[nH]2)c1,92,-0.4,16,35,1,-4,-16,-9,1.2,-4
COC(=O)CC(=O)CSc1nc(C)cc(C)c1C#N,102,2.2,-3,-3,1,1,-5,-1,-0.3,1
Cc1csc(Nc2nc(N)c(C(=O)Nc3ccccc3)o2)n1,99,-0.6,-4,0,7,2,-19,1,0.0,-3
COC(=O)[C@]12CCCCC=C1N(Cc1ccc3c(c1)OCO3)C(=O)[C@H](CC(=O)N1CCCCC1)C2,·,·,·,·,·,-3,-10,·,3.1,-1

# Structural class: the entries above containing a Cl atom.
structure,ABCB6 inh MLPCN,iPSC survival up,PDI inh,H9c2 protect,Vif imaging,Exocytosis inh,CaV13 FRET inh,N-glyco inh,aDG glyco up,m5-HT2A agonist
Cc1cccc(-n2c(=O)[nH]c3c(C(N)=O)nc(-c4ccccc4Cl)nc32)c1,100,2.2,16,14,-24,5,-7,3,-0.2,5
O=C(COC(=O)c1cccnc1)Nc1cccc(Cl)c1,99,6.6,6,-2,6,0,-6,1,0.2,3
Clc1ccccc1-c1cc2nc(NCCCn3ccnc3)ccn2n1,95,2.3,4,-6,-4,-2,-5,-2,-0.2,-3
NS(=O)(=O)c1ccc(CCNC(=O)COC(=O)Cc2c(F)cccc2Cl)cc1,96,-0.3,-2,-4,-3,-2,-6,-2,-0.1,6
O=C1CCc2cc(NS(=O)(=O)c3ccc(Cl)cc3)cc3c2N1CC3,106,0.4,-11,3,2,-2,-4,3,0.1,2
O=C(Cc1ccccc1F)N1CCN(S(=O)(=O)c2ccc(Cl)cc2)CC1,98,5.4,-5,7,-20,-3,-6,-2,0.1,2
Cc1nc2ccccc2c(=O)n1NC(=O)/C=C/c1ccccc1Cl,101,-0.1,-4,9,29,-2,-15,-2,0.6,2
Cc1ccc2nc(SCC(=O)NCc3ccccc3Cl)nc(=O)n2c1,106,0.1,-23,6,-4,-2,-6,0,0.0,3
